Source: PubChem BioAssay
Lmaj promast = reduces viability of Leishmania major promastigotes; 9% of 200,000 active; AID 1063; inhibition, % at 10 µM; resazurin fluorescence viability; in the data active = inhibition above about 50%;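 also: promastigotes grown with compound for 44 hours at 28 °C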
TR-FRET SRC-2 ct = counter-screen for PPARgamma SRC-2 recruitment agonists: TR-FRET artefact | active compounds read high | TR-FRET ratio at 8 µM | 0.4% of 200,000 active | AID 1049; in the data active = TR-FRET ratio above about 2000; also: inactives centre near 1500; reference of the scale not given here
PPARg SRC-2 ag = promotes SRC-2 coactivator recruitment by human PPARgamma. P37231. PPARgamma LBD-SRC-2 recruitment, biochemical. activation, % at 8 µM. 0.34% of 200,000 active. AID 1032; in the data active = activation above about 22%;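 also: 0% = vehicle and 100% = reference agonist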
DTT redox prof = compounds producing H2O2 with reducing agent – biochemical, NIH compound library profiling, artefact control for MLSCN library redox annotation, primary screen; DTT-dependent redox cycling H2O2, phenol red/HRP absorbance; 100% = 100 µM peroxide control, 0% = buffer; activation, % at 10 µM; 0.03% of 200,000 active;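 active = activation of at least 50% relative to the plate's high and low controls in the primary single-dose screen; inactive = activation below 50%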;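 also: compound incubated with DTT at 0.8 mM final as the reducing agent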
ROMK primary = human ROMK K+ channel modulation, primary screen; P48048; Tet-inducible ROMK, thallium flux fluorescence; actives lie on both sides; B-score at 10 µM; 2% of 130,000 active;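 active = signal ratio slope over the read window, or its plate-corrected B-score, at least 3 SD from the plate mean, either direction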;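 also: B-score of the F/F0 ratio slope over 7 to 12 s after thallium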
TLR4 MyD88 comp = TLR4-MyD88 interaction inhibition in cells; 0.18% of 200,000 active; HeLa CL3-4 TLR4/MyD88 BLA complementation, FRET ratio; O00206+Q99836; AID 861; inhibition, % at 8.4 µM; in the data active = inhibition above about 25%;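 also: 0% = vehicle and 100% = reference inhibitor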
Target sequence (O00206 whole entry, looked up): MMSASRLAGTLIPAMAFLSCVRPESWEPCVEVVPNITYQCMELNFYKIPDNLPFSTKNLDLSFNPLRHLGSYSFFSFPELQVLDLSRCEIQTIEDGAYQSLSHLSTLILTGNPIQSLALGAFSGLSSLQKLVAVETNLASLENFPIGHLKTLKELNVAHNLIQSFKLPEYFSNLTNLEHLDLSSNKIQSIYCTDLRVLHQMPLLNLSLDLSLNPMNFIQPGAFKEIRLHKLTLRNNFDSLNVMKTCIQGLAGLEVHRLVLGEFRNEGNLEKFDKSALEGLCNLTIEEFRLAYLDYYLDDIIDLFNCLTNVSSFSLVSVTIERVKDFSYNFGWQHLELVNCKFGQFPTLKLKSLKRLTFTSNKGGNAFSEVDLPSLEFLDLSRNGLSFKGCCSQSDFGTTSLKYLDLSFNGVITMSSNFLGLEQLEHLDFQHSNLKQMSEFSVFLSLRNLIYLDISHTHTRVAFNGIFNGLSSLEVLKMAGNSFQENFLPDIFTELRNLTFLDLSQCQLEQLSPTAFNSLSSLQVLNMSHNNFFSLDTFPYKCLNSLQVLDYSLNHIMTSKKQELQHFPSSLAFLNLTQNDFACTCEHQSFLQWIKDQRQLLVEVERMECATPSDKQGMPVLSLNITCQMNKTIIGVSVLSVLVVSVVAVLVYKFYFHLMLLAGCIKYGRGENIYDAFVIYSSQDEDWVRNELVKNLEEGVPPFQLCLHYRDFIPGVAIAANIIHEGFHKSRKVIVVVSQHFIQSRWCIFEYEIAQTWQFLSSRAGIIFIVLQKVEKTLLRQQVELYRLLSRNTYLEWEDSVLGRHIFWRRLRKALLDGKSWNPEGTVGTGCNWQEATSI
Target sequence (Q99836 whole entry, looked up): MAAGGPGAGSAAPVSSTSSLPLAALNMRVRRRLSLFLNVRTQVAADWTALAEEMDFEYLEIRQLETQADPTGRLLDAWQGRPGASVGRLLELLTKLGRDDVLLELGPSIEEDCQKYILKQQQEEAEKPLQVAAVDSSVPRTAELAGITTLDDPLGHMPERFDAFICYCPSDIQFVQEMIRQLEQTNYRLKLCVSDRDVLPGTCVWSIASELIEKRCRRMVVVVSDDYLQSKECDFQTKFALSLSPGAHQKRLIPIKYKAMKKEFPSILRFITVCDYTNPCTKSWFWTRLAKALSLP
S1P3 antag = antagonists of human S1P3 receptor; Q99500; CHO S1P3 NFAT-BLA reporter, FRET fluorescence, antagonist mode; inhibition, % at 4.98 µM; 0.27% of 170,000 active; AID 485;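 active = inhibition above the plate cutoff, the mean inhibition of test wells on that plate plus 3 SD, cut at about 28% in these data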;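 also: cells challenged with S1P at its EC80 of 0.8 µM; blue over green emission ratio from cleaved BLA substrate after 4 h stimulation; 0% = S1P-stimulated wells and 100% = unstimulated DMSO-only wells; some compounds past the cut are filed as inactive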
PPARg SRC1 recr = agonists of human PPARgamma SRC-1 coactivator recruitment. PPARgamma-SRC-1 coactivator recruitment biochemical assay. P37231. 0.41% of 200,000 active. activation, % at 8 µM; in the data active = activation above about 19%;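 also: 0% = DMSO and 100% = reference agonist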
bIAP activator = increases bovine intestinal alkaline phosphatase activity. AID 1016. purified bovine IAP, CDP-star luminescence, 30 min; active compounds read high; fold of DMSO-control signal, blank-subtracted. 0.17% of 200,000 active. activation factor at 20 µM;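 active = activation factor of 2 or more at 20 µM, a signal rise over negative controls twice the positive control's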
PPARg SRC-3 ag = PPARgamma-driven SRC-3 recruitment agonism. activation, % at 8 µM. biochemical PPARgamma/SRC-3 coactivator recruitment assay. AID 731. 0.26% of 200,000 active; in the data active = activation above about 23%;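 also: 0% = DMSO and 100% = reference agonist; some compounds past the cut are filed as inactive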
bIAP inh = intestinal alkaline phosphatase (bovine) inhibition. purified bovine IAP, CDP-star luminescence, 30 min. inhibition, % at 20 µM. 190,000 tested, under 10 active;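 active = over 50% inhibition of intestinal alkaline phosphatase at 20 µM in the single-dose screen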
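System: purified bovine intestinal alkaline phosphatase (IAP) enzyme; Input: IAP diluted 1/65,000,000 in the well; Measured by: CDP-star luminescence signal; Compound dosing: 20 µM single dose; Incubation: 30 min reaction at room temperature.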
Starred values were filed as active, the others as inactive; . = not tested or not shown.

SMILES	Lmaj promast	TR-FRET SRC-2 ct	PPARg SRC-2 ag	DTT redox prof	ROMK primary	TLR4 MyD88 comp	S1P3 antag	PPARg SRC1 recr	bIAP activator	PPARg SRC-3 ag	bIAP inh
COc1ccc(CNC(=O)COC(=O)Cc2ccsc2)cc1	-16	1574	-1	-0.2	-1.6	-9	4	0	0.9	6	5
CC(C)Sc1nnc(CNC(=O)C23CC4CC(CC(C4)C2)C3)n1C1CCCCC1	7	1606	3	0.3	.	4	4	9	0.8	0	20
CCCc1cc(C(F)(F)F)c(C#N)c(=O)[nH]1	-5	1263	2	0.1	1.5	0	.	-7	0.9	1	8
Oc1cccc2cc3cccc(O)c3c(O)c12	-1	1462	-1	-1.1	-0.28	-16	-10	0	0.9	-2	8
N#Cc1cc2cc3c(cc2nc1NCCNC(=S)NCCCN1CCOCC1)OCO3	3	1622	1	0.6	0.76	-12	-15	-6	1.2	5	-22
CCn1c(CCC(=O)Nc2cc(F)ccc2C)nc2cc(S(=O)(=O)N(C)C)ccc21	3	1609	11	2.2	-0.036	18	.	11	0.9	4	6
CCCc1ccc(S(=O)(=O)NCCc2ccncc2)cc1	0	1386	0	2.5	.	4	9	-8	1	-9	1
Cn1cccc1CNC(=S)Nc1ccccc1Cl	1	1564	-5	-1.4	-0.31	5	-2	1	0.8	0	22
Cc1cc(C(=O)Cn2nc(C(=O)O)c3ccccc3c2=O)c(C)n1C1CC1	1	1332	-8	-0.7	0.1	-1	-8	-10	1.1	-4	-6
Fc1ccc(CSc2nncn2NC/C=C/c2ccccc2)cc1	9	1623	-3	1.5	.	6	.	1	0.8	-1	18
COc1ccc(/C=N/NC(=O)c2cccc(OC(F)(F)C(F)F)c2)cc1O	-7	1307	-3	-0.1	1.8*	-8	-4	-6	1	-1	2
Cc1ccc(S(=O)(=O)Nc2ccc3c(c2)CCC3)cc1C	-2	1786	8	0.1	.	-9	-28	4	0.9	3	9
COc1ccc(C(=O)Nc2ncc3c(n2)CC(c2ccco2)CC3=O)cc1 (stereo not drawn)	0	1436	-2	2.1	-6.5*	-8	-28	2	0.7	3	26
O=C(Nc1ccc(Cl)c(Cl)c1)Nc1ccccc1C(=O)O	-8	1639	8	-0.1	0.087	-10	1	0	1.1	3	-13
CCc1ccc(CN(C)CC(=O)Nc2sccc2C#N)cc1	-3	1508	-5	-0.2	0.35	-3	-1	3	0.9	-3	6
COc1ccc(-c2ccc(S(=O)(=O)NCC3CCCO3)cc2)cc1 (stereo not drawn)	-5	1644	1	-0.2	-0.86	-2	-11	-1	1.7	0	-72
c1ccc2c3c(c(CN4CCCC4)cc2c1)COC3	-2	1745	4	-0.1	-0.096	-14	2	4	1	4	-2
CCOC(=O)N1CCN(CC(O)COc2ccccc2C(C)CC)CC1 (stereo not drawn)	91*	1524	-1	0.8	.	-4	18	4	1.1	-6	-6
CC(C)c1ccc2oc(-c3ccc(NC(=O)c4ncn[nH]4)cc3)nc2c1	-4	1501	1	0.4	1.1	7	-2	1	1.3	12	-29
COC(=O)c1ccc(CSc2nnc(Nc3ccccc3OC)s2)o1	-1	1509	7	0.7	.	0	13	4	0.9	4	9
NC(=O)c1ccccc1NC(=O)/C=C/c1ccccc1	-4	1521	3	0.5	.	4	0	10	0.6	-4	36
CC(C)(C)NC(=O)Nc1ccc(Cn2cc(C(F)(F)F)ccc2=O)cc1	-4	1660	8	-0.5	-0.05	4	1	5	1.1	1	-14
CC(C)(C)c1ccc(CS(=O)CC(O)CO)cc1 (stereo not drawn)	-8	1354	-4	-0.3	0.44	-3	-7	5	1	-1	2
CN(C)S(=O)(=O)c1ccc(C(=O)NC(=O)CSc2ccccc2)cc1	-6	1459	-2	-0.2	0.49	-3	9	-4	0.8	1	18
COc1ccc(N(C)C(=S)Nc2ccc3nc(C)c(C)nc3c2)cc1	-3	1554	-1	0.6	.	8	10	-4	0.9	-6	12
Nc1ccc2nc(CCCCCCc3nc4ccc(N)cc4[nH]3)[nH]c2c1	-3	1593	12	-1.0	1.3	5	-8	2	1.2	3	-18
COc1cc(C(=O)OCC(=O)Nc2ccc(SC(F)F)cc2)cc(OC)c1OC	-5	1577	-3	0.0	-1.6	-9	-4	1	0.9	6	14
O=C(Cc1ccccc1F)OCC(=O)N1CCN(C(=O)c2ccco2)CC1	-10	1535	10	-0.2	0.11	-6	-9	5	1.3	2	-26
COc1ccc(/C=N/n2cnc3c([nH]c4ccc(Br)cc43)c2=O)cc1CN1CCOCC1	6	1611	7	2.7	.	23	.	0	1	-2	-1
CCc1cc(C(c2ccc(OC)c(OC)c2)N2CCOCC2)c(NC(=O)c2ccccc2)s1 (stereo not drawn)	-3	1417	0	0.8	.	3	-19	5	0.3	-4	.

Some of these compounds in order of molar mass, high to low.
SMILES	Lmaj promast	TR-FRET SRC-2 ct	PPARg SRC-2 ag	DTT redox prof	ROMK primary	TLR4 MyD88 comp	S1P3 antag	PPARg SRC1 recr	bIAP activator	PPARg SRC-3 ag	bIAP inh
COc1cc(C(=O)OCC(=O)Nc2ccc(SC(F)F)cc2)cc(OC)c1OC	-5	1577	-3	0.0	-1.6	-9	-4	1	0.9	6	14
CC(C)(C)NC(=O)Nc1ccc(Cn2cc(C(F)(F)F)ccc2=O)cc1	-4	1660	8	-0.5	-0.05	4	1	5	1.1	1	-14
Nc1ccc2nc(CCCCCCc3nc4ccc(N)cc4[nH]3)[nH]c2c1	-3	1593	12	-1.0	1.3	5	-8	2	1.2	3	-18
CC(C)(C)c1ccc(CS(=O)CC(O)CO)cc1 (stereo not drawn)	-8	1354	-4	-0.3	0.44	-3	-7	5	1	-1	2

(continued)
SMILES	Lmaj promast	TR-FRET SRC-2 ct	PPARg SRC-2 ag	DTT redox prof	ROMK primary	TLR4 MyD88 comp	S1P3 antag	PPARg SRC1 recr	bIAP activator	PPARg SRC-3 ag	bIAP inh
Cc1ccc(/C(O)=C2/C(=O)C(=O)N(CCN3CCOCC3)C2c2cccs2)cc1 (stereo not drawn)	-5	1560	3	5.0	.	-5	.	-2	0.9	3	8
Cc1ccc(C)c(NC(=O)C2CC(Cl)=CCC2C(=O)O)c1 (stereo not drawn)	-8	1591	0	0.7	.	-1	.	-3	1	-3	1
O=C(N/N=C/c1cccc([N+](=O)[O-])c1)c1cc2ccccc2o1	-3	1526	3	0.0	.	3	-2	4	0.8	2	19
O=C(CSc1nnc(CN2CCOCC2)n1-c1ccc(Cl)cc1)Nc1cc(Cl)ccc1O	7	1674	13	1.1	.	-12	-11	7	1.1	5	-6
Cc1ccc2oc(C(=O)Nc3nnc(C)s3)c(C)c2c1	4	1389	-2	0.0	0.16	7	.	-4	1	-7	5
Cc1nnc(SCC(=O)Nc2ccc(Cl)cn2)s1	57*	1694	2	0.2	-0.013	-12	-4	-7	0.8	-5	18
O=C(CN1CCCC1)Nc1ccc(Br)cc1	2	1663	1	-1.9	1	0	-20	8	1.1	-2	-10
CCN1C(=O)c2cccc3cccc1c23	13	1648	0	-0.5	-0.22	5	5	15	0.8	-5	15
Cc1ccc(NC(=O)C(c2ccc(Cl)cc2Cl)N2CCCC2)cc1 (stereo not drawn)	22	1536	9	0.4	.	-5	21	0	0.9	4	7
S=C1NC(c2ccccc2)=CC(c2ccccc2)N1 (stereo not drawn)	-1	1757	10	-2.5	-0.81	-14	-20	-4	0.8	2	22
Nc1nc(N2CCN(Cc3ccccc3)CC2)n[nH]1	1	1498	-11	-0.6	-0.83	-18	0	-1	1	2	2
Cc1ccc(NC(=O)C2CC(=O)OC23CCOC(C)(C)C3)cc1 (stereo not drawn)	-6	1355	-7	-0.1	-0.11	-5	.	-4	0.9	-3	9
COC(=O)COC(=O)c1ccc(O)cc1	-7	1527	0	0.8	.	-10	-3	4	0.9	-6	8
CCCCn1c(NCc2ccccn2)nc2ccccc21	6	1417	9	0.9	.	7	-54	5	1.1	-3	-11
CC(=O)/C(=N/Nc1ccc(Br)cc1)Sc1cccc2cccnc12	1	1438	-7	0.4	.	8	-6	-8	0.9	-1	6
O=C(CN1CCC(n2cnc3cc(F)ccc32)CC1)Nc1ccccc1Br	47	1520	2	0.2	0.23	-11	-5	-3	1.2	1	-19
COc1ccc(Cl)cc1NC(=O)c1cccc(NC(=O)CCC(=O)O)c1	-7	1551	0	-0.2	.	6	7	4	1.1	2	-8
CCn1c(=O)n(CC(=O)N2CC(C)CC(C)C2)c(=O)c2ccccc21 (stereo not drawn)	-9	1552	3	1.4	.	-3	.	-3	1	5	5
COC(=O)Cn1c(=NC(=O)CSC(C)=O)sc2ccccc21	-5	1609	6	2.2	.	12	-11	6	0.9	2	14
CC(=O)c1cnc2cc(-c3ccc(C)cc3)nn2c1C	-2	1708	11	0.1	0.35	-8	.	0	1	4	2
N#CC1=C2SCC(O)(c3ccccc3)N2C(=O)CC1c1cccs1 (stereo not drawn)	90*	1500	4	-0.1	.	4	14	-1	0.9	-5	9
Cc1cc(C(=O)OCC(=O)N2CCOCC2)c2ccccc2n1	0	1724	2	1.4	.	8	-27	4	1	6	1
COc1ccc(-c2[nH]c(-c3ccc(C(=O)O)cc3)nc2-c2ccccc2)cc1	-4	1515	4	1.9	.	5	.	-4	1	-10	-1
COc1ccccc1/C=C/C1NC(=O)NC(C)=C1C(=O)OC(C)C (stereo not drawn)	-9	1422	-3	-0.1	0.0033	-7	-17	-4	1	-4	-2
COc1ccc(NC(=S)NCCN2CCOCC2)cc1	-7	1474	-4	-0.3	.	-6	-13	0	0.9	0	10
CCSc1nc2ccc(C)cc2cc1C#N	-6	1617	-7	-0.6	0.74	-2	-13	-4	0.9	-5	13
CN(C)C(=O)c1ccccc1-c1ccccc1	-5	1657	13	-0.5	.	1	-8	5	0.9	6	6
CC(C)NC(=O)C1(c2ccccc2)CC1(Cl)Cl (stereo not drawn)	-5	1514	-4	0.1	.	13	3	-4	0.9	-4	11
O=C(Nc1cccnc1)C1(c2ccccc2)CCCC1	6	1631	5	0.1	0.075	0	-7	1	0.9	3	5
CCOC(=O)C1=C(C)Nc2ccccc2N=C1NC(=O)Cc1ccc(OC)cc1	1	1697	0	0.3	.	1	-14	7	0.9	1	5
Cc1cccc(NC(=O)CN2C(=O)N/C(=C/c3cc(C)n(-c4ccncc4)c3C)C2=O)c1	11	1229	1	0.0	0.3	6	0	2	1	1	-3
COc1cccc(CN(CC2CCCO2)S(=O)(=O)c2ccc(S(=O)(=O)N(C)C)cc2)c1 (stereo not drawn)	-6	1553	10	0.0	1.5	-14	.	-6	0.9	7	13
CCOc1ccccc1Nc1nc(N)nc(CN2CCCCC2C)n1 (stereo not drawn)	17	1653	4	0.7	-0.16	2	-16	4	1.3	6	-26
CCOc1cc(C2CC(=O)NC3=C2C(=O)C(C(=O)OC)C(C)C3)cc(Br)c1O (stereo not drawn)	0	1479	2	4.2	.	-7	-22	-4	1	-5	1
COc1cccc(CNC(=O)C2CCCN(c3nn4c(=O)cc(C)nc4s3)C2)c1 (stereo not drawn)	0	1467	-4	-0.6	.	-8	-64	-15	1.1	-1	-8
C=CCN1CCN(C(c2ccccc2)c2nnnn2CCC(C)C)CC1 (stereo not drawn)	27	1836	12	-0.2	.	5	-19	-2	1	3	0
Cc1cc(/C=N/NC(=O)c2c(Br)cnn2C)c(C)n1-c1cccc(Br)c1	1	1849	3	7.0	-0.02	-2	8	6	1	-2	1

Not a hit list. Share with any hit: about 11%.
